GCN5L2 inh: qHTS Assay for Inhibitors of GCN5L2; Histone acetyltransferase KAT2A (Homo sapiens), Q92830; GCN5L2 HAT assay, ThioGlo1 CoA-SH fluorescence; Potency, µM (titrated, usually from 58.9 µM), for inactives: at the highest dose activity change, negative = inhibition, most hits filed as inhibitors; 390,000 tested, 0.21% active
Target sequence (Q92830 whole entry, looked up): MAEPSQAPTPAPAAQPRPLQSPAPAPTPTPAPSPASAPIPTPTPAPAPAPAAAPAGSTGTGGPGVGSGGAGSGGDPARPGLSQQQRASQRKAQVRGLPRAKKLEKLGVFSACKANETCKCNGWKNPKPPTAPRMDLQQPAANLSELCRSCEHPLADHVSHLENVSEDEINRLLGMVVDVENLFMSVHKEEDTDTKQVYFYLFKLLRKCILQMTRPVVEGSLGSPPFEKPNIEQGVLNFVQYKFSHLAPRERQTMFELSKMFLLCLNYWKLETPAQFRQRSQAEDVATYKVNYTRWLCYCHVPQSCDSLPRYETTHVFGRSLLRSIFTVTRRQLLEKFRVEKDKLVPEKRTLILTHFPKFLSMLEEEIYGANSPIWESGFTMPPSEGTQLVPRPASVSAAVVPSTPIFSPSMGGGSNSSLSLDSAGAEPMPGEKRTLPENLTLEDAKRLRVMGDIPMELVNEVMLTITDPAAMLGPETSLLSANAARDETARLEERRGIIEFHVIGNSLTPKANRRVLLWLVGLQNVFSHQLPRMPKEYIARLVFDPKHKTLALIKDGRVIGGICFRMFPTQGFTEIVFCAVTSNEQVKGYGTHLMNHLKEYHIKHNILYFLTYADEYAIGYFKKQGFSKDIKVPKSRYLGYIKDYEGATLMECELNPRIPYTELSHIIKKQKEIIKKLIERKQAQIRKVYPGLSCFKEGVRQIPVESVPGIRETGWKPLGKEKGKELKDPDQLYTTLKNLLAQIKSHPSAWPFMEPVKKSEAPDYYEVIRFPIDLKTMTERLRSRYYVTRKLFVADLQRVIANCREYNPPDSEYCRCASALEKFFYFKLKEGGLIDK
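Titration-based screen in which CoA formation is detected via maleimide probe ThioGlo1 (50uM) turning fluorescent on thiol reaction; substrates H3(1-25) 75uM and acetyl-CoA 70uM, GCN5L2 20nM, 20 min incubation at room temperature.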
DT40 TDP1 no CPT: qHTS for Inhibitors of human tyrosyl-DNA phosphodiesterase 1 (TDP1): qHTS in cells in absence of CPT. DT40 Tdp1-/- hTDP1 cells, no CPT, ATP luminescence, 48 h. Potency, µM (doses to about 46.2 µM), inactives show at the top dose activity change, negative = growth inhibition, actives largely listed as inhibitors. 420,000 tested, 15% active. AID 686978, 2013; further: nearly all actives have a fitted effect of over 55% in size
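Growth kinetics read by CellTiter-Glo luminescence after ≥48 hr at 37 °C. Cells: DT40 Tdp1-/- stably carrying human TDP1, 400 per well, compound exposure in the absence of CPT (DMSO vehicle).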
TDP1 cell CPT: qHTS for Inhibitors of human tyrosyl-DNA phosphodiesterase 1 (TDP1): qHTS in cells in presence of CPT. chicken DT40 Tdp1-/-;hTDP1 cells + 20 nM CPT, ATP luminescence, 48 h. Potency, µM (series often up to 46.2 µM), inactives show at the top dose activity change, negative = growth inhibition, usual class: inhibitors. 420,000 tested, 12% active. AID 686979, 2013; further: nearly all actives have a fitted effect of over 55% in size
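Cell growth measured by CellTiter-Glo luminescence after a minimum 48 h, 37 C compound exposure with 20 nM CPT in Tdp1-knockout DT40 cells stably expressing hTDP1, seeded 400/well; qHTS titration format.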
Active calls of the source: *; ? = inconclusive; · = not tested or not shown; & = joins results of further samples. The call rests on the fitted dose curve; in most records, active means well fitted curve in the direction sought with a large enough effect; inconclusive means small, poorly fitted or top-dose-only effect, or another doubt; inactive means no such curve, though single readings can be large; an effect the other way counts as inactive or inconclusive. On the % scale 0 is the no-effect control and ±100 the full control effect; potency means the concentration at half of the fitted maximal effect. Compounds were not picked by outcome, and some 18% of all compounds hit somewhere here.

SMILES	GCN5L2 inh	DT40 TDP1 no CPT	TDP1 cell CPT
CCN(CC)CCNC(=O)C(Oc1ccccc1)Oc1ccccc1	-18%	4%	12%
Cn1ncc(N=Cc2ccc([N+](=O)[O-])cc2)c1C(=O)Nc1ccccc1	-2%	-28%	-8%
COc1cc(NC(=O)c2ccc(-c3c(C)noc3C)c3ccoc23)cc(OC)c1OC	·	8.2µM*	13µM*
Cc1ccc(-c2noc(-c3ccccc3OCC(=O)Nc3ccccc3[N+](=O)[O-])n2)cc1	-10%	15%	-5%
COc1ccc2c3c([nH]c2c1)C(C)N(CCC(=O)NN)CC3 (stereo not given)	-17%	-19%	0%
CCCn1c(N)nc2ccccc21	1%	-9%	-9%
Cc1cccc(NC(=O)c2oc3ccccc3c2NC(=O)Cc2coc3ccc(C(C)C)cc23)c1	2%	?	?
COc1ccccc1CNc1ccnc(-c2ccoc2)n1	-10%	?	-6%
Cc1nn(Cc2ccc(Cl)cc2Cl)c(C)c1NC(=O)C1C2CCC(O2)C1C(=O)O (stereo not given)	1%	15µM*	?
CCOc1ccc(NC(=O)CCn2c(=O)c3cccn3c3cccnc32)cc1	3%	?	?
CCC(=O)Nc1ccc(C(=O)Nc2cc(C)on2)cc1	-9%	3%	6%
CCOC(=O)N1CCN(C(=O)CN(Cc2ccc(Cl)cc2)S(=O)(=O)c2ccccc2)CC1	-4%	21µM*	?
Cc1cc2c(cc1S(=O)(=O)Nc1cccc(C)c1C)OCC(=O)N2	?	?	?
Cc1nc2c3c4c(sc3n3c(SCC(=O)NCc5ccco5)nnc3n2n1)COC(C)(C)C4	-22%	?	-23%
Cc1ccccc1OCC(=O)OCn1nnc2ccccc2c1=O	-5%	-5%	12%

In a second layout: 4 of the compounds above.
CCOC(=O)N1CCN(C(=O)CN(Cc2ccc(Cl)cc2)S(=O)(=O)c2ccccc2)CC1
  GCN5L2 inh: -4%
  DT40 TDP1 no CPT: 21µM*
  TDP1 cell CPT: ?
Cc1cc2c(cc1S(=O)(=O)Nc1cccc(C)c1C)OCC(=O)N2
  GCN5L2 inh: ?
  DT40 TDP1 no CPT: ?
  TDP1 cell CPT: ?
Cc1nc2c3c4c(sc3n3c(SCC(=O)NCc5ccco5)nnc3n2n1)COC(C)(C)C4
  GCN5L2 inh: -22%
  DT40 TDP1 no CPT: ?
  TDP1 cell CPT: -23%
Cc1ccccc1OCC(=O)OCn1nnc2ccccc2c1=O
  GCN5L2 inh: -5%
  DT40 TDP1 no CPT: -5%
  TDP1 cell CPT: 12%

(cont.)
SMILES	GCN5L2 inh	DT40 TDP1 no CPT	TDP1 cell CPT
Cc1ccc(NS(=O)(=O)c2ccc(-n3cccn3)cc2)cc1F	-4%	-19%	?
O=C(COc1ccccc1)Nc1nc2ccccc2[nH]1	-7%	16µM*	?
Cc1ccc(SCC(=O)N(C)CC(=O)Nc2cccc(F)c2)cc1	-12%	?	-25%
COc1cc2c(cc1OC)C(COc1ccc(C(C)C)cc1)N(C(=O)c1ccc(S(=O)(=O)N3CCCC3)cc1)CC2 (stereo not given)	-3%	21µM*	?
NC(=O)NN=C1CCC(OCc2ccccc2)CC1CC(=O)O (stereo not given)	·	1%	-2%
Cc1nc(NC(=O)c2ccccc2)sc1-c1csc(N)n1	-4%	?	?
NS(=O)(=O)c1ccc(CNC(=O)c2ccc(S(=O)(=O)C(F)F)cc2)cc1	-6%	-19%	-14%
Cc1ccc(NC(=O)CNC2CCS(=O)(=O)C2)cc1C (stereo not given)	-1%	1%	5%
CNC(=O)c1ccc2nc(-c3ccccc3)c(-c3ccccc3)nc2c1	·	?	?
Cc1cc(C)c(C#N)c(SCc2cn3c(C)cccc3n2)n1	-5%	-2%	15%
O=C(Nc1ccc2c(c1)OCO2)c1cc(-c2ccncc2)nc2ccccc12	-7%	15µM*	?
O=C(Nc1ccc2c(c1)OCO2)c1ccc(CN2CCOCC2)cc1	-12%	-15%	-2%
COc1ccc(OC)c(N(CC(=O)N2CCOCC2)S(C)(=O)=O)c1	-10%	-19%	22%
CC(C)(C)n1ncc2c(=O)n(CC(=O)NCc3ccccc3)cnc21	3%	6.5µM*	8.2µM*
C=CCn1c2ccccc2c2nnc(SCCCn3c(=O)[nH]c4ccccc43)nc21	-14%	13µM*	?
CCOC(=O)C(CC(=O)O)=C(c1ccccc1)c1ccccc1	-10%	6%	2%
C[C@@]12C(=O)N(c3cccc(F)c3)C(=O)N1[C@H](c1ccc(F)cc1)[C@@H]1C(=O)N(C3CCCCC3)C(=O)[C@@H]12	-8%	?	21µM*
CS(=O)(=O)N1N=C(c2cccs2)CC1c1ccccc1O (stereo not given)	3%	-7%	-5%
COc1ccc(OC)c(CNC(=O)c2ccc(Sc3ccc(Cl)cc3)c(NC(C)=O)c2)c1	-14%	?	?
COC(=O)c1c(-c2cccs2)csc1NC(=O)c1ccc(OC)c(OC)c1	?	9.2µM*	12µM*
CCOC(=O)c1ccc(NC(=O)CSc2nccn2-c2cc(C)cc(C)c2)cc1	0%	18µM*	23µM*
O=C(CN1CCOCCOCCN(CC(=O)Nc2ccccc2)CCOCC1)Nc1ccccc1	-1%	?	?
COc1cc(C2c3cc4c(cc3OC(NCCc3ccccc3)C2C)OCO4)cc(OC)c1OC (stereo not given)	·	0.82µM*	1µM*
O=S(=O)(c1ccc(Cl)c(C(F)(F)F)c1)N1CCN(c2ccccn2)CC1	-6%	-23%	0%
COc1ccc(CCNC(=O)Cn2cc(S(=O)(=O)Cc3ccccc3F)c3ccccc32)cc1OC	0%	?	?
Cc1cc(-c2nc(-c3ccc(C(C)(C)C)cc3)no2)no1	2%	?	-29%
CCC(Sc1nc(C)cc(=O)[nH]1)C(=O)Nc1ccc(Cl)cn1 (stereo not given)	-5%	-6%	-5%
O=C(NCCc1ccccc1)C1CCN(c2nc3ccccc3o2)CC1	-1%	-14%	-9%
Cc1nc(CCNC(=O)c2cc(COc3ccc(F)cc3Cl)on2)sc1C	1%	?	?
COc1ccc(CCN2CN(S(=O)(=O)c3ccc(C)cc3)c3nc4ccccc4nc32)cc1OC	1%	?	23µM*

Another view of five compounds above:
| SMILES | GCN5L2 inh | DT40 TDP1 no CPT | TDP1 cell CPT |
| --- | --- | --- | --- |
| C[C@@]12C(=O)N(c3cccc(F)c3)C(=O)N1[C@H](c1ccc(F)cc1)[C@@H]1C(=O)N(C3CCCCC3)C(=O)[C@@H]12 | -8% | ? | 21µM* |
| CS(=O)(=O)N1N=C(c2cccs2)CC1c1ccccc1O (stereo not given) | 3% | -7% | -5% |
| COc1ccc(OC)c(CNC(=O)c2ccc(Sc3ccc(Cl)cc3)c(NC(C)=O)c2)c1 | -14% | ? | ? |
| COC(=O)c1c(-c2cccs2)csc1NC(=O)c1ccc(OC)c(OC)c1 | ? | 9.2µM* | 12µM* |
| CCOC(=O)c1ccc(NC(=O)CSc2nccn2-c2cc(C)cc(C)c2)cc1 | 0% | 18µM* | 23µM* |

(cont.)
SMILES	GCN5L2 inh	DT40 TDP1 no CPT	TDP1 cell CPT
O=C(CN1C(=O)C2C3C=CC(C3)C2C1=O)OCC(=O)c1ccc([N+](=O)[O-])cc1 (stereo not given)	-22%	?	?
CCNC(=O)C1CCN(c2nc3ccccc3nc2C(F)(F)F)CC1	7%	?	?
CCN(CC)C(=O)C1=C(C)N(Cc2ccc(C(C)(C)C)cc2)C(=O)C(CC(=O)NCc2ccco2)C1 (stereo not given)	·	23µM*	?
C(=N\Nc1nc2ccccc2[nH]1)/c1ccc2ncccc2c1	-30%	0.82µM*	?
Clc1ccc(Cn2c(/C=C/c3ccco3)nc3ccccc32)cc1	-14%	?	?
O=C(CSc1nnc2ccccn12)NC(=O)NC1CCCCC1	1%	3%	0%
CCn1cc(CCCC(=O)NCc2ccc(OC)cc2)c2ccccc21	-21%	-6%	?
O=C(Nc1cccc2ccccc12)N1CC=CCC1	-3%	-13%	?
COc1ccc(CNC(=O)c2cc(=O)[nH]c3ccc(S(=O)(=O)N4CCCC4)cc23)c(OC)c1	-3%	-16%	-1%
O=C(c1ccc(S(=O)(=O)NCc2ccco2)cc1)N1CCN(Cc2ccc3c(c2)OCO3)CC1	-5%	16µM*	?
CCOC(=O)c1c(NC(=O)COC(=O)C2CC2C)sc(C)c1C (stereo not given)	-7%	?	?
COc1ccccc1NC(=O)Cn1cnc2ccc(S(=O)(=O)N3CCC(C)CC3)cc2c1=O	-9%	23µM*	?
Cc1ccc(NC(=O)Cn2cccc2)cc1C	9%	-3%	-22%
Cc1ccc(NC(=O)c2ccc3c(SCC(=O)O)c4c(nc3c2)CCCC4)c(Br)c1	-22%	9%	-19%
CCc1cc(=O)oc2c3c(cc(OCC(=O)NCCCOC)c12)OC(C)(C)CC3	-18%	5%	?
Oc1ccc(Nc2ncnc3ccccc23)cc1	-17%	?	-25%
CC(=O)N1c2ccc(S(=O)(=O)NCCc3ccc(Cl)cc3)cc2CC1C (stereo not given)	0%	?	?
CN1/C(=C\C(=S)NC(=O)c2ccc([N+](=O)[O-])cc2)C(C)(C)c2ccccc21	0%	23µM*	16µM*
Cc1cccc(NC(=S)NC2CC3CCCC(C2)N3Cc2ccco2)c1 (stereo not given)	1%	-13%	?
COc1ccc(/C=C2\SC(=S)N(NS(=O)(=O)c3ccc(C)cc3)C2=O)c(OC)c1	-13%	-25%	6%
CCNC(=S)N1CCN(c2ccccc2OCC)CC1	-1%	-11%	7%
C/C=C\C(=O)Nc1cccc(C2=NOC3(C2)C[C@@H](C(N)=O)N(C(=O)c2ccc(OC)cc2)C3)c1 (stereo not given in full)	0%	1%	-1%
COc1ccc(N(CC(=O)Nc2nccs2)S(=O)(=O)c2c(C)[nH]c(=O)[nH]c2=O)cc1	0%	8%	-13%
COc1cc(/C=C2/SC(=S)N(CC(=O)O)C2=O)ccc1OC(=O)c1cccs1	-5%	1%	-8%
COc1ccc(C2CC(=O)N(C)c3ccccc3S2)cc1 (stereo not given)	0%	?	?
Cc1ccc(NC(=O)Cn2c(CCC(=O)O)ccc2-c2ccc(Cl)cc2)cc1	-5%&-6%	-24%&-15%	2%&-13%
CN1CCSc2ccc(C(=O)Nc3ccc(Cl)cc3)cc21	20%	-20%	4%
Cc1ccc(-c2nnn(CC(=O)N(c3ccccc3)C(C(=O)NCC3CCCO3)c3cccs3)n2)o1 (stereo not given)	-11%	-29%	1%
CC(C)(C)OC(=O)C[C@@H]1C/C=C\C[C@@H](CC(=O)N[C@@H](CO)Cc2ccccc2)C(=O)NC[C@@H](c2ccccc2)OC1=O	3%	?	23µM*
COc1ccc(-n2c(C)cc(C(=O)CN3C(=O)c4ccccc4C3=O)c2C)cc1	?	?	-11%
O=C(c1ccncc1)N(Cc1ccco1)Cc1cc2ccccc2[nH]c1=O	-8%	-26%	-11%
Cn1ccnc1Sc1ccccc1[N+](=O)[O-]	-4%	11%	-20%
CC(C)n1[nH]c2ccccc2c1=O	·	5%	-26%
Cc1[nH][nH]c(=O)c1C(c1ccc(-c2ccc(Cl)cc2)o1)c1c(C)[nH][nH]c1=O	-27%	?	?
CCN(Cc1ccccc1)S(=O)(=O)c1ccc(S(=O)(=O)N(Cc2ccccn2)Cc2ccco2)cc1	-3%	-22%	-14%
CCOC(=O)Cn1nc(NC(=O)c2cc(OC)cc(OC)c2)cc1C	2%	?	?
NC(=O)C1(c2ccccc2)CCCN1C(=O)c1ccccc1Br (stereo not given)	-3%	7%	0%
CN(C)c1ccc(CN(CC2CCCO2)C(=O)c2ccc(Br)cc2)cc1 (stereo not given)	-18%	-78%	?
CCn1nc(C)c2c(-c3ccccc3)cc(=O)n(C(C)C(=O)NCc3cccc(OC)c3)c21 (stereo not given)	-8%	?	?
COc1ccc(NS(=O)(=O)c2cc(-c3nnnn3C)ccc2OC)cc1	-3%	-3%	-26%
CC(=O)c1sc(N/N=C/c2cccc([N+](=O)[O-])c2)nc1C	-2%	-23%	-18%
CCC(C)[C@H]1CN=C(N)N1CCCc1cc(OC)c(OC)c(OC)c1 (stereo not given in full)	-11%	-19%	-10%
O=C(COc1ccc2ccccc2c1)Nc1ccc(Br)cc1C(=O)O	?	-13%	8%
COc1ccc(C(=O)N[C@H](C(=O)NCCCSc2ccccc2)C(C)C)cc1	0%	?	-30%
CCN(C[C@H]1N[C@@](Cc2ccccc2)(C(=O)OC)[C@H]2C(=O)N(C)C(=O)[C@@H]12)S(=O)(=O)c1ccc(OC(F)(F)F)cc1	-8%	16µM*	?
COc1ccc(NC(=O)CN(C)S(=O)(=O)c2cnc[nH]2)cc1OC	-5%	2%	21%
COc1nc(N2CCOCC2)nc(C)c1[N+](=O)[O-]	0%	-20%	-5%
Cc1noc(C)c1S(=O)(=O)N1CCC(C(=O)c2ccccc2)CC1	-9%	-6%	2%

Source: PubChem BioAssay (National Center for Advancing Translational Sciences (NCATS))
